Assay outcomes deposited in PubChem by National Center for Advancing Translational Sciences (NCATS).
RORgamma inh: qHTS for inhibitors of ROR gamma transcriptional activity; hit rate 5.4% among 310,000; Drosophila S2 Gal4-RORgamma UAS-luciferase reporter, 20 h; Nuclear receptor ROR-gamma (Mus musculus), P51450; AID 2551, 2010; Potency, µM (series often up to 53.6 µM), for inactives: at the top dose activity change, negative = inhibition, most hits filed as inhibitors; further: potency means the concentration at half of the fitted maximal effect; on the % scale 0 is the no-effect control and ±100 the full control effect; nearly all actives have a fitted effect of over 60% in size
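Read-out: Photinus luciferase luminescence; inhibitors lower reporter signal. Insect Schneider cells with Gal4-ROR gamma fusion under metallothionein promoter, UAS reporter; 700 uM final copper sulfate induction, 20 hr, ambient temperature.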
FLuc modulator: qHTS profiling assay for firefly luciferase inhibitor/activator using purifed enzyme and Km concentrations of substrates (counterscreen for miR-21 project) | Luciferin 4-monooxygenase (Photinus pyralis), P08659 | purified FLuc, Km substrates, luminescence inhibition | Potency, µM (titrated, usually from 57.5 µM), without a hit: at the highest dose activity change, negative = inhibition, most hits filed as inhibitors | hit rate 6.9% among 360,000 | AID 588342, 2011;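 further: potency means the concentration at half of the fitted maximal effect; plate controls were vehicle for no effect and reference inhibitor for full effect; nearly all actives have a fitted effect of over 55% in size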
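Purified P. pyralis luciferase (10nM final) with 10uM D-luciferin and 10uM ATP (Km levels) in 50mM Tris acetate pH 7.5, 10mM Mg acetate, 0.01% Tween-20, 0.05% BSA; qHTS 6-point titration, ~60 µM downward; luminescence read.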
Menin MLL FP TR: qHTS Assay for Inhibitors Targeting the Menin-MLL Interaction in MLL Related Leukemias: Competition With Texas Red Labeled MLL-derived Mutant Peptide | Potency, µM (titrated, usually from 61.6 µM), for the others: top-dose FP activity change, negative = inhibition, usual class: inhibitors | hit rate 0.23% among 270,000 | AID 1768, 2009 | Menin + Texas Red MLL mutant peptide, fluorescence polarization | O00255; active means well fitted inhibition curve with a large enough effect in the polarisation, with a control signal flat, not every such curve was filed as active; inconclusive means small, poorly fitted or top-dose-only effect, or effect the other way, or a change in a side signal; inactive means no such curve, though single readings can be large or run the other way; the % refers to the polarisation; further: potency means the concentration at half of the fitted maximal effect; % of control where 0% means no effect; many of its hits are not listed in these tables
Target sequence (O00255 whole entry, looked up): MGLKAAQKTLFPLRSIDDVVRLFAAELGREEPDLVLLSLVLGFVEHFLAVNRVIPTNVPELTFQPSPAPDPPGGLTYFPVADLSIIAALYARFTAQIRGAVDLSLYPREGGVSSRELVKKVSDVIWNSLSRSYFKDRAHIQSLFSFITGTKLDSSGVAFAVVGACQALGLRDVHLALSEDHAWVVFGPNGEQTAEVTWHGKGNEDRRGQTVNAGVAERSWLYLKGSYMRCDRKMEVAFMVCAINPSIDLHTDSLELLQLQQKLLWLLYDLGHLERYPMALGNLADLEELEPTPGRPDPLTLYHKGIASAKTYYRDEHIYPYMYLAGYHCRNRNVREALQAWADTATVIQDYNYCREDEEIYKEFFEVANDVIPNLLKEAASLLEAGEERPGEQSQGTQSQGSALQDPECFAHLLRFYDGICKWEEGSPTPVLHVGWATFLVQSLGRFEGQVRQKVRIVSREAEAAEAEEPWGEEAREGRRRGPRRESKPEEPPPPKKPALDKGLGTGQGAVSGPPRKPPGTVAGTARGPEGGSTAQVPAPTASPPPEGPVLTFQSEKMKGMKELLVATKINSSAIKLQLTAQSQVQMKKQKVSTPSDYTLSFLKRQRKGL
NPC1 promoter act: qHTS Assay for NPC1 Promoter Activators; hit rate 2.4% among 320,000; Potency, µM (doses to about 9.22 µM), inactives show at the highest dose activation, actives largely listed as activators; AID 485313, 2010; Huh7 NPC1 promoter luciferase reporter, 24 h;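 further: potency means the concentration at half of the fitted maximal effect; % of control where 0% means no effect; nearly all actives have a fitted effect of over 60% in size; reporter is driven by a mutant NPC1 promoter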
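Compounds in DMSO were transferred onto Huh7 NPC1-luciferase reporter cells pre-incubated 2 h; after 24 h at 37 °C, Amplite reagent was dispensed and luminescence recorded 10 min later.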
PKM2 activator: qHTS Assay for Activators of Human Muscle isoform 2 Pyruvate Kinase | hit rate 0.34% among 260,000 | purified PKM2, Kinase-Glo ATP luminescence, activation; response scale: 0% is enzyme alone, no compound | Potency, µM (highest dose often 57.5 µM), for the others: at the highest dose activation, most hits filed as activators; further: potency means the concentration at half of the fitted maximal effect; on the % scale 0 is the no-effect control and ±100 the full control effect; nearly all actives have a fitted effect of over 55% in size
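ATP formation by purified human PK-M2, quantified via coupled luciferase luminescence after 1 h at room temperature with 0.1 mM ADP and 0.5 mM PEP final.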
BRCA1 expr act: qHTS Assay to Identify Small Molecule Activators of BRCA1 Expression | hit rate 1.1% among 380,000 | Potency, µM (highest dose often 46.1 µM), for inactives: at the highest dose activation, usual class: activators | AID 624202, 2012 | MCF7-BRCA1-FFLuc reporter, luminescence, 48 h; response scale: scaled: vehicle 0%, 10 µM genistein 100%; further: potency means the concentration at half of the fitted maximal effect; nearly all actives have a fitted effect of over 80% in size; some results filed as inactive show a strong effect at the top dose
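First, MCF7-BRCA1-FFLuc cells (2000/well) attach for 2 h; next, compounds are pin-added and incubated 48 h at 37 °C; finally, luciferase reagent is added and luminescence read after 15 min.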
Rab9 prom act: qHTS Assay for Rab9 Promoter Activators. Huh7 Rab9 promoter-luciferase reporter, luminescence, 24 h. Potency, µM (series often up to 9.22 µM), for the others: at the top dose activation, negative = inhibition, most hits filed as activators. hit rate 2.8% among 320,000. AID 485297, 2010; further: potency means the concentration at half of the fitted maximal effect; % of control where 0% means no effect; nearly all actives have a fitted effect of over 60% in size
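Measured in stably transfected Huh7 cells bearing a Rab9 promoter–luciferase construct: 24 h compound treatment at 37 °C, followed by luminescence detection.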
ELG1 genotoxic: qHTS screen for small molecules that induce genotoxicity in human embryonic kidney (HEK293T) cells expressing luciferase-tagged ELG1; HEK293T ELG1-luciferase reporter, luminescence, 16 h; Potency, µM (titrated, usually from 46 µM), without a hit: at the top dose activity change, positive = activation, hits mostly activators; hit rate 1.3% among 330,000; further: potency means the concentration at half of the fitted maximal effect; % of control where 0% means no effect; nearly all actives have a fitted effect of over 60% in size
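HEK293T cells expressing luciferase-tagged ELG1 were exposed to compound or DMSO vehicle for 16 hr at 37 °C and 5% CO2. Luciferase activity was then measured with ONE-Glo after 30 min at room temperature.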
p53 reactivator: qHTS assay for re-activators of p53 using a Luc reporter. H1299 p53-A138V BP100-luciferase reporter, luminescence, 24 h. Potency, µM (top dose mostly 92.2 µM), inactives show at the top dose activity change, positive = activation, actives largely listed as activators. hit rate 0.063% among 320,000; further: potency means the concentration at half of the fitted maximal effect; % of control where 0% means no effect; nearly all actives have a fitted effect of over 45% in size
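H1299 (p53-null), stable ts p53-A138V + BP100-Luc; 1000 cells/well, Opti-MEM/10% FBS; cpd 4 pt, 1:5; 24 h, 37 deg C, 5% CO2; detection reagent 10 min RT; luminescence.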
Giardia killer: Small Molecules that selectively kill Giardia lamblia: qHTS; Giardia lamblia trophozoite viability; activity change, % at 7.66 µM, hits read low; hit rate 0.15% among 340,000; AID 540267, 2011; in the data active means activity change below about -80%; inconclusive means between about -30% and that limit;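 further: parasites exposed to compound for two days anaerobically before the ATP read; on the % scale 0 is the no-effect control and ±100 the full control effect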
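Giardia lamblia trophozoites (100 cells/well) were incubated with compounds for 48 h at 37 deg C under anaerobic conditions. Viability was read as ATP content by one-step luminescence after 15-30 min at room temperature.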
VP16 counter: VP16 counterscreen qHTS for inhibitors of ROR gamma transcriptional activity; AID 2546, 2010; hit rate 3.5% among 310,000; Drosophila S2 Gal4-VP16 UAS-luciferase, luminescence, 20 h; Potency, µM (series often up to 53.6 µM), without a hit: at the top dose activity, negative = inhibition, usual class: inhibitors;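 further: Gal4-VP16 expression switched on by copper sulfate through the metallothionein promoter; potency means the concentration at half of the fitted maximal effect; on the % scale 0 is the no-effect control and ±100 the full control effect; nearly all actives have a fitted effect of over 50% in size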
* marks the source's active call; other numbers are inactive results; ? = inconclusive; . = no result given; [ ] = remark or other dose. Unless noted, the call rests on the fitted dose curve; in most records, active means well fitted curve in the direction sought with a large enough effect; inconclusive means small, poorly fitted or top-dose-only effect, or another doubt; inactive means no such curve, though single readings can be large; an effect the other way counts as inactive or inconclusive. The list is partial (hit frequency here may not be typical).

Below each SMILES: RORgamma inh, FLuc modulator, Menin MLL FP TR, NPC1 promoter act, PKM2 activator, BRCA1 expr act, Rab9 prom act, ELG1 genotoxic, p53 reactivator, Giardia killer, VP16 counter
COc1cccc(OC)c1C(=O)OCCCOC(=O)c1c(OC)cccc1OC
  7%, -1%, ., -5%, -10%, -19%, -7%, -9%, -12%, 1, -2%
CC1CN(CCCOc2ccccc2[N+](=O)[O-])CC(C)O1 (centres undefined)
  4%, 3%, 2%, 4%, 0%, 5%, 2%, 0%, 5%, -10, -10%
O=C(c1ccc(Cl)nc1)N1CCN(S(=O)(=O)c2ccc(Cl)cc2)CC1
  23%, -2%, 1%, -2%, 8%, -8%, -2%, -1%, -2%, -1, -4%
CCC1S/C(=N/N=C/c2ccco2)N(Cc2ccccc2)C1=O (centres undefined)
  29%, 0%, ., 5%, -11%, 15%, 2%, -1%, -2%, 8, -16%
CCOC(=O)CSC1=C(C#N)C(=O)NC(c2ccc(OC)c(OC)c2)S1 (centres undefined)
  -9%, -9%, 22%, -1%, -6%, -6%, -2%, 1%, 2%, 0, 0%
Cc1ccccc1N1C(=O)c2cccc([N+](=O)[O-])c2C1=O
  -1%, 1%, 0%, 2%, -6%, 12%, 0%, 0%, 1%, -9, -10%
COc1ccc(CC(=O)NCC2COc3ccccc3O2)cc1 (centres undefined)
  13%, 5%, 1%, 0%, -9%, -5%, -2%, -3%, -3%, -1, -16%
CCOC(=O)c1cccc(NC(=O)c2ccco2)c1
  7%, ?, -2%, ?, 11%, 73%, ?, 7%, 7%, -7, -12%
CC(O)CNc1ccc(-c2n[nH]c(=O)c3ccccc23)cc1[N+](=O)[O-] (centres undefined)
  17%, 3%, -12%, -11%, ., -17%, -4%, -3%, -5%, -14, 2%
COC(=O)c1sc2nc(CN3CCOCC3)nc(N3CCOCC3)c2c1C
  3%, -1%, -9%, 2%, 12%, -19%, -3%, 2%, -3%, 9, -1%
Cc1cc(C)nc(SCc2nnc(SCC(=O)Nc3ccc(C)c(C)c3)o2)n1
  5%, 0%, -3%, 0%, -5%, -11%, 5%, 1%, -7%, 21, -3%
COc1ccccc1-c1cc(C(F)(F)F)c(C#N)c(=O)[nH]1
  35%, -12%, 2%, 0%, 3%, 2%, -17%, -3%, 3%, 7, -1%
Nc1cccc(-c2csc(-n3ncc(C(=O)O)c3C(F)(F)F)n2)c1
  7%, -18%, 4%, -2%, ., 10%, 2%, 5%, 2%, 11, -1%
COc1cccc(CN(C)C(=O)c2ccc(OCC(=O)N3CCOCC3)c(OC)c2)c1
  ., 3%, ., -1%, ., 3%, -5%, 1%, 13%, 4, .
CC1CC2OC(=O)C3(C)CCCC(C)(C23)C1(O)CCc1ccoc1 (centres undefined)
  3%, 1%, ., 0%, 0%, 0%, -9%, -4%, 1%, 2, -5%
Cc1ccc(OC(C)C(=O)Nc2cc(C)on2)cc1 (centres undefined)
  -21%, 19µM*, ., -1%, -1%, -2%, -1%, -8%, 8%, -13, -9%
COc1ccccc1OCCn1cc(/C=N/NC(=O)c2ccncc2)c2ccccc21
  6.3µM*, ?, ., 0%, 4%, -34%, 1%, -2%, -2%, 11, ?
COc1ccc([C@@H]2CC=C(C(=O)O)[C@H](c3ccc(F)cc3)N2S(=O)(=O)c2ccc(Cl)cc2)cc1
  ., 1%, ., -4%, ., 29%, -3%, -1%, 1%, -15, .
COc1ccc(-c2ccc(CCC(=O)O)n2CC(=O)Nc2ccccc2C)cc1
  -4%, -3%, 30%, -4%, ., -1%, -4%, -2%, -3%, -9, 8%
Cc1ccc(Cn2cc(S(=O)(=O)c3ccc(Cl)cc3)c(=O)c3cc(F)ccc32)cc1
  13%, 10%, -13%, 1%, 4%, -9%, -1%, -2%, 8%, 13, -9%
C1CCN=C(Nc2nn[nH]n2)CC1
  10%, 1%, 22%, -2%, 4%, 0%, -2%, -3%, -1%, -13, -1%
COc1ccc(NC(=O)CCCCC#Cc2ccccc2)cc1
  -23%, ., 16%, ., 0%, 0%, ., ., ., 3, 15%
COc1ccccc1/C=N/Nc1cc(C)nc(N2CCOCC2)n1
  8%, 13µM*, ., 4%, -8%, -16%, 0%, -3%, -1%, 5, -4%
COc1ccccc1NC(=O)CN1CCN(CC(=O)Nc2ccc(Cl)c(C(F)(F)F)c2)CC1
  ?, -4%, 25%, -3%, -1%, -69%, -1%, -15%, -3%, 5, ?
O=C(COc1ccccc1)NCC(=O)N/N=C/c1ccc(O)cc1O
  ?, 0%, ., -8%, -6%, -78%[inhibitor], -11%, ?, 19%, 1, 0%
CCCCc1nnc(NC(=O)CCS(=O)(=O)c2ccc(Cl)cc2)s1
  ., -1%, ., 2%, ., -17%, 0%, 3%, ?, -1, .
CC(NC(=O)COC(=O)Cn1cnc2ccccc2c1=O)C1CC2CCC1C2 (centres undefined)
  16%[10 µM], 2%, 4%, -2%, 5%, 4%, -3%, 0%, -3%, -16, 0%
Cn1nc(C(=O)N2CCN(C(c3ccccc3)c3ccccc3)CC2)c2ccccc2c1=O
  23%, 3%, ., -1%, -12%, 2%, 1%, -4%, -6%, 24, -4%
CCOc1ccc(S(=O)(=O)N(C)c2ccc(OCC(=O)Nc3ccc4[nH]c(=O)[nH]c4c3)cc2)cc1
  ?, 0%, ?, -3%, -4%, 3%, 0%, -4%, -2%, -13, -9%
O=C(Cn1cnc2ccccc2c1=O)Nc1ccc(-c2nnc3n2CCCCC3)cc1
  13%, 0%, 0%, 7%, -11%, 5%, 6%, -10%, -1%, 16, -9%

Three entries drawn at random from the list so far:
Below each SMILES: RORgamma inh, FLuc modulator, Menin MLL FP TR, NPC1 promoter act, PKM2 activator, BRCA1 expr act, Rab9 prom act, ELG1 genotoxic, p53 reactivator, Giardia killer, VP16 counter
CCCCc1nnc(NC(=O)CCS(=O)(=O)c2ccc(Cl)cc2)s1
  ., -1%, ., 2%, ., -17%, 0%, 3%, ?, -1, .
O=C(COc1ccccc1)NCC(=O)N/N=C/c1ccc(O)cc1O
  ?, 0%, ., -8%, -6%, -78%[inhibitor], -11%, ?, 19%, 1, 0%
CC(NC(=O)COC(=O)Cn1cnc2ccccc2c1=O)C1CC2CCC1C2 (centres undefined)
  16%[10 µM], 2%, 4%, -2%, 5%, 4%, -3%, 0%, -3%, -16, 0%

Further records.
Compound	RORgamma inh	FLuc modulator	Menin MLL FP TR	NPC1 promoter act	PKM2 activator	BRCA1 expr act	Rab9 prom act	ELG1 genotoxic	p53 reactivator	Giardia killer	VP16 counter
CCc1cccc(NC(=O)CSC2=NS(=O)(=O)c3ccccc32)c1	-34%	?	-11%	0%	13%	-22%	-5%	-12%	-4%	-2	-7%
CCN(CCNC(=O)Nc1ccc(Cl)cc1)c1ccccc1	?	-14%	?	0%	-1%	-68%	-2%	-5%	11%	-1	-22%
O=C(OCn1nnc2ccccc2c1=O)c1cc(-c2ccccc2)nc2ccccc12	4%	-1%	-7%	-5%	6%	6%	-6%	0%	-7%	30	2%
COc1ccc(OC)c(-c2nc3cc4ccccc4cc3nc2-c2ccccc2)c1	0%	?	3%	-1%	1%	2%	1%	-5%	-1%	14	-1%
Cc1ccc(-n2c(SCC(=O)N/N=C/C=C/c3ccccc3[N+](=O)[O-])nc3ccccc3c2=O)cc1	4%	-4%	-6%	-5%	-2%	-7%	-11%	0%	2%	-18	21%
N#Cc1ccccc1OCC(=O)NCC1(N2CCCCC2)CCCCC1	-3%	5%	0%	0%	-1%	-24%	2%	-4%	2%	21	17%
CC(C)[C@H](NC(=O)OCc1ccccc1)C(=O)OCC(=O)N1CCN(c2ccccc2)CC1	.	?	.	2%	.	-4%	-7%	0%	7%	-14	.
